POLI inh = qHTS for Inhibitors of Polymerase Iota; DNA polymerase iota (Homo sapiens), Q9UNA4; AID 588590, 2011; Potency, µM (top dose mostly 115 µM), for inactives: top-dose activity, negative = inhibition, actives largely listed as inhibitors; Pol iota fluorescent replication assay, 10 min; 1% of 390,000 active
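Pol iota at 10 nM preincubated 15 min with compounds at room temperature; reaction started with fluorescent substrate, 50 nM final. Fluorescence read kinetically at 0 and 10 min; buffer-only wells as negative control.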
GLS inh = qHTS for Inhibitors of Glutaminase (GLS). GLS enzymatic activity, qHTS titration. 0.21% of 410,000 active. Potency, µM (series often up to 45.5 µM), for inactives: at the highest dose activity change, negative = inhibition, hits mostly inhibitors. AID 624170, 2012; note: % is set by controls: 0 for no effect and ±100 for the full control effect
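hKGA in 45 mM KH2PO4 (pH 8.2), 0.02% Tween-20 with compound, then 1mM L-Glutamine (stock as added) plus glutamate oxidase/HRP/Amplex red coupling mix. Fluorescence read initially and after 30 min at RT; signal change reflects glutamate formation.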
JMJD2A Tudor = qHTS Assay for Inhibitors of JMJD2A-Tudor Domain; Lysine-specific demethylase 4A (Homo sapiens), O75164; AlphaScreen JMJD2A-Tudor / H3K4me3 peptide binding; Potency, µM (highest dose often 114 µM), inactives show at the top dose activity change, negative = inhibition, actives largely listed as inhibitors; 4.4% of 390,000 active; AID 504339, 2011; note: % is set by controls: 0 for no effect and ±100 for the full control effect; nearly all actives have a fitted effect of over 50% in size
G9a inh = qHTS Assay for Inhibitors of Histone Lysine Methyltransferase G9a; G9a H3K9 monomethylation, AlphaScreen, 2 h; AID 504332, 2011; Histone-lysine N-methyltransferase EHMT2 (Homo sapiens), Q96KQ7; Potency, µM (doses to about 102 µM), for the others: at the top dose activity, negative = inhibition, usual class: inhibitors; 8.8% of 350,000 active; note: % is set by controls: 0 for no effect and ±100 for the full control effect; nearly all actives have a fitted effect of over 75% in size
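G9a (20 nM) was preincubated 15 min with compound, then reacted 2 h at room temperature with 500 nM biotin-H3K9 peptide and 20 µM SAM. Monomethyl-H3K9 detected by AlphaScreen using anti-H3K9me1 antibody.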
BLM helicase inh = qHTS Assay for Inhibitors of Bloom's syndrome helicase (BLM); recombinant BLM DNA unwinding, fluorescence dequenching; Potency, µM (top dose mostly 56.1 µM), without a hit: top-dose activity change, negative = inhibition, hits mostly inhibitors; 0.2% of 350,000 active;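 note: plate controls were vehicle for no effect and no enzyme for full effect; nearly all actives have a fitted effect of over 35% in size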
Pin1 inh = qHTS Assay to Find Inhibitors of Pin1. 0.009% of 390,000 active. Peptidyl-prolyl cis-trans isomerase NIMA-interacting 1 (Homo sapiens), Q13526. Potency, µM (highest dose often 115 µM), inactives show top-dose activity, negative = inhibition, actives largely listed as inhibitors. Pin1 FP peptide displacement, HiFluor488, 10 min. AID 504891, 2011; active = well fitted inhibition curve with a large enough effect in the polarisation, with a control signal flat, not every such curve was filed as active; inconclusive = small, poorly fitted or top-dose-only effect, or effect the other way, or a change in a side signal; inactive = no such curve, though single readings can be large or run the other way; the % refers to the polarisation; note: % is set by controls: 0 for no effect and ±100 for the full control effect
Target sequence (Q13526 whole entry, looked up): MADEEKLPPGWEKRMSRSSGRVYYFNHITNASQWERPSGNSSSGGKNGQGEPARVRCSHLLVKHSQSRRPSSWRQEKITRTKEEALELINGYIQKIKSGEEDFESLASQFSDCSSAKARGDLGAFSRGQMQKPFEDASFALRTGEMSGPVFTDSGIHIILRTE
BAZ2B inh = qHTS Assay for Inhibitors of BAZ2B. AlphaScreen BAZ2B-H3K14Ac peptide displacement. 4.4% of 360,000 active. Bromodomain adjacent to zinc finger domain protein 2B (Homo sapiens), Q9UIF8. Potency, µM (doses to about 114 µM), for the others: at the highest dose activity change, negative = inhibition, actives largely listed as inhibitors. AID 504333, 2011; note: % is set by controls: 0 for no effect and ±100 for the full control effect; nearly all actives have a fitted effect of over 60% in size
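Complex of BAZ2B and biotin-H3K14Ac (50 nM apiece) forms over 30 min at RT, then faces library compounds up to 110 uM for another 30 min; AlphaScreen beads added, 20 min dark incubation, luminescence read.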
PGK inhibitor = qHTS Assay to Find Inhibitors of Phosphoglycerate Kinase; Phosphoglycerate kinase, glycosomal (Trypanosoma brucei brucei), P07378; PGK/GAPDH coupled, Kinase-Glo luminescence, 60 min; Potency, µM (doses to about 57.5 µM), for the others: at the top dose activity change, negative = inhibition, hits mostly inhibitors; 0.043% of 380,000 active; AID 602233, 2012; note: % is set by controls: 0 for no effect and ±100 for the full control effect; nearly all actives have a fitted effect of over 60% in size
Target sequence (P07378 whole entry, looked up): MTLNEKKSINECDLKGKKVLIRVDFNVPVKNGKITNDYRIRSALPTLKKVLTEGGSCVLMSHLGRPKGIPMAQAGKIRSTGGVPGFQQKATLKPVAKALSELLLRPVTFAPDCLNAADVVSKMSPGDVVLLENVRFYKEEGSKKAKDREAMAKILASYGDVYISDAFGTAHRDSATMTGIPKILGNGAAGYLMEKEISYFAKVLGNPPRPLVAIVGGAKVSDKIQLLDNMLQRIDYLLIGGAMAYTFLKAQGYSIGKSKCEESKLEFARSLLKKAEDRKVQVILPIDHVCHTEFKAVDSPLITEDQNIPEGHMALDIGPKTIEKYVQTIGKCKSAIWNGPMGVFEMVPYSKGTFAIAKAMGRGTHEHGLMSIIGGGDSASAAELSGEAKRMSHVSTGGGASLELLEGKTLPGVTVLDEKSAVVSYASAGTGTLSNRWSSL
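Luminescent ATP detection (Kinase-Glo Plus) follows a 60-minute room-temperature incubation, with wells lacking PGK as controls. Buffer: 100 mM TEA (pH 7.6), 5 mM MgCl2, 0.01% Tween-20. Coupling enzyme GAPDH (100 nM final) supplies unstable 1,3-BPG in-well.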
HP1b binding inh = HTS for Inhibitors of HP1-beta Chromodomain Interactions with Methylated Histone Tails; AlphaScreen HP1-beta / biotin-H3K9me3 peptide binding; Potency, µM (highest dose often 114 µM), without a hit: at the top dose activity change, negative = inhibition, usual class: inhibitors; 0.56% of 390,000 active; AID 540317, 2011; note: nearly all actives have a fitted effect of over 70% in size; inactives centre near 23
Target sequence (P83916 whole entry, looked up): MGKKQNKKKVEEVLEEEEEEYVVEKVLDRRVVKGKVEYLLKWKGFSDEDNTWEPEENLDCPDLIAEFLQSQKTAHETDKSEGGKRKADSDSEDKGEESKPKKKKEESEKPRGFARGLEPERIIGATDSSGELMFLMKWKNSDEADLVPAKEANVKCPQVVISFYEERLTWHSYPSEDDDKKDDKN
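HP1-beta protein (50 nM final) preincubated 30 min at room temperature with biotinylated H3(1-18)K9me3 peptide (50 nM) in PBS pH 7.4, 0.01% Tween-20, then compound added for 30 min. AlphaScreen streptavidin donor/nickel chelate acceptor beads (10 ug/mL final), 30 min dark, luminescence read.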
* marks the source's active call; other numbers are inactive results; i = inactive; ? = inconclusive; nt = no result given; & = joins results of further samples; [ ] = another dose, or the depositor's remark. Unless noted, calls come from the whole dose curve; as a rule, active = well fitted curve in the direction sought with a large enough effect; inconclusive = small, poorly fitted or top-dose-only effect, or another doubt; inactive = no such curve, though single readings can be large; an effect the other way counts as inactive or inconclusive. Potency is the fitted concentration of half-maximal effect. These rows are one share of the data (hit frequency here may not be typical).

Start of the listing, in advance:
POLI inh,GLS inh,JMJD2A Tudor,G9a inh,BLM helicase inh,Pin1 inh,BAZ2B inh,PGK inhibitor,HP1b binding inh,SMILES
41%[activator],11%,-1%,17%,0%,-6%,7%,-7%,19%,O=C(NC1CCCc2ccccc21)c1c(F)cccc1Cl (configuration not stated)
71%[activator],-1%,-13%,32%[12.7 µM],-2%,4%,-14%,-5%,7%,O=[N+]([O-])c1cccc2c(N3CCCC3)ccnc12

The whole of this part, from the start:
POLI inh,GLS inh,JMJD2A Tudor,G9a inh,BLM helicase inh,Pin1 inh,BAZ2B inh,PGK inhibitor,HP1b binding inh,SMILES
41%[activator],11%,-1%,17%,0%,-6%,7%,-7%,19%,O=C(NC1CCCc2ccccc21)c1c(F)cccc1Cl (configuration not stated)
71%[activator],-1%,-13%,32%[12.7 µM],-2%,4%,-14%,-5%,7%,O=[N+]([O-])c1cccc2c(N3CCCC3)ccnc12
4%,17%,-25%,-22%[59 µM],1%,-1%,?,-9%,13%,Cn1c(O)c(C2=c3ccccc3=NC2=O)[nH]c1=S
?,12%,-7%,13%[59 µM],0%,-2%,4%,i,65%[activator],Cc1ccc(C2c3c(-c4ccccc4O)n[nH]c3C(=O)N2CCc2ccccc2)cc1 (configuration not stated)
121%[activator],-8%,-13%,3%,-5%,-2%,-7%,i,40%[activator],Cc1ccc(C(C)C)c(OCC(=O)N/N=C/C2CCCCC2)c1
14%,-1%,-26%,18%[2.33 µM],-1%,-9%,-5%,-5%,14%,Cc1ccc(/C=N/NC(=O)Cn2nccc2C)o1
9%,2%,-15%,?,1%,-2%,?,-1%,29%,Cc1nc2ccccn2c1C(=O)NC1CCCCC1
8%,-12%&-14%,0%,nt,nt,-2%,nt,-4%,31%,CC(=O)OCC(=O)C1(O)CCC2C3CCC4=CC(=O)CCC4(C)C3C(O)CC21C (configuration not stated)
16%,4%,6%,-24%,nt,0%,13%,6%,25%,O=C1CCc2cc(S(=O)(=O)Nc3ccccc3)cc3c2N1CC3
?,-13%,45µM*,45µM*,?,-13%,40µM*,?,?,CS(=O)(=O)C1=NSC2=NC(=O)/C(=C\c3cccn3-c3ccc(Cl)cc3)C(=N)N21
?,4%,-2%,9%[59 µM],-4%,-4%,-12%,9%,18%,Cc1ccc2nc(-c3ccc(Cl)c(NC(=O)COc4ccc(C(C)C)cc4)c3)oc2c1
-23%,-10%,-27%,4%[59 µM],-4%,18%,-13%,-8%,5%[57 µM],Nc1c(C(=O)c2ccc3c(c2)OCO3)sc(Nc2ccccc2F)c1S(=O)(=O)c1ccccc1
1%,2%,-3%,40µM*,6%,0%,2%,-6%,44%[activator],CCCCCCNC(=O)CC(NS(=O)(=O)c1ccc(NC(C)=O)cc1)C(C)C (configuration not stated)
?,5%,-4%,-6%,-1%,-1%,-6%,-5%,13%,OCc1ccccc1NC(=S)Nc1cccnc1
-5%,6%,-9%,24%[12.7 µM],nt,-5%,-4%,-5%,20%,CCCn1c(=O)n(C)c(=O)c2c(SCC(=O)Nc3cc(C)on3)nc(C(C)(C)C)nc21
-13%,40%[activator],-3%,?,1%,-1%,?,-4%,47%[activator],O=C(O)c1cccc(NC(=S)N/N=C/c2cccnc2)c1
60%[activator],6%,1%,-10%,-4%,1%,-10%,9%,47%[activator],CC1(C(=O)Nc2ccc3c(c2)OCCO3)CC1(Cl)Cl (configuration not stated)
14%,-20%,-7%[11.4 µM],18%[12.7 µM],-1%,-1%,5%,4%,57%[activator],Cc1c(C#N)c2ncn(Cc3ccccn3)c(=O)c2n1-c1ccccc1
22%,-3%,3%,-3%[59 µM],0%,-4%,-2%,6%,27%,O=C1C(=O)N(C2CCN(C(=O)c3ccc(F)cc3)CC2)CCN1Cc1ccc(F)cc1
-2%,8%,-14%,nt,nt,1%,nt,i,14%,CCC(=O)NC(=S)Nc1ccccc1C(F)(F)F
16%&16%,0%&-6%,63µM*,50µM*,1%&-7%,10%&0%,45µM*,-1%,?,CCc1ccc(CNc2ccc3c(c2)ncn3C(C)(C)C)cc1
61%[activator],1%,-11%,6%,-5%,-4%,2%,-1%,22%,O=C(NCCOC(=O)c1c(F)cccc1Cl)c1c(F)cccc1Cl
125%&26%[activator],-1%&5%,43%&-30%[activator],39%,-12%&-1%,7%&-3%,26%&-12%,4%&-1%,83%&7%[activator],CCC1CN(C(=O)NCc2ccc(F)cc2)c2cc(Cl)ccc2O1 (configuration not stated)
6%,3%,-10%,-3%[59 µM],4%,0%,-3%,i,27%,CCOC(=O)N1CCN(C(=O)c2ccc(OCC)c(OCC)c2)CC1
13%,2%,-5%,-2%[0.501 µM],0%,-2%,4%,4%,30%,COc1ccc(-c2noc(C3CCCN(C(=O)c4cccc(F)c4)C3)n2)cc1 (configuration not stated)
-11%,5%,-4%,12%[59 µM],3%,-18%,2%,-1%,45%[activator],CCCc1cc(=O)n2[nH]c(NC(=O)c3ccc(C(C)(C)C)cc3)nc2n1
7%,-5%,-2%,-30%[59 µM],0%,-17%,-1%,5%,36%,COc1ccc(C(=O)NCc2cn3ccc(C)cc3n2)cc1
18%,3%,-5%,4%[59 µM],-7%,42%[activator],-12%,9%,33%,COc1cc(NC(=O)Cn2cc(S(=O)(=O)c3ccccc3)c(=O)c3ccccc32)cc(OC)c1
?,35%[activator],40µM*,-49%[2.33 µM],1%,?,-31%,-8%,?,CCN(CC)c1nc(N)c2c(N)n(-c3ccccc3C)c(=S)c(C#N)c2c1C#N
3%,6%,-12%,-5%[59 µM],-5%,?,-4%,-4%,20%,COc1ccc(-c2nc3n(n2)C(c2ccc(O)cc2)C(C(=O)Nc2cccnc2)=C(C)N3)cc1OC (configuration not stated)
4%,-7%,-28%,-6%,3%,-2%,4%,-6%,30%,O=C(Nc1nnc(-c2ccccc2Cl)s1)C1CCN(S(=O)(=O)c2ccc(Cl)cc2)CC1
35%[activator],13%,-32%,nt,nt,0%,nt,1%,?,O=C(/C=C/c1ccccc1)NCCc1c[nH]c2ccccc12
21%,0%,-16%,-8%,-14%,?,-18%,14%,-1%,COC(=O)c1ccc(NC(=S)NC(=O)c2c(-c3ccccc3)noc2C)cc1
18%,2%,-7%,-10%,-1%,1%,-30%,-9%,11%,O=C(COc1cccc(Cl)c1)N/N=C\c1cc2ccccc2nc1Cl
65%[activator],3%,-16%,25%[2.33 µM],nt,-1%,-6%,-3%,29%,Cc1ccc(S(=O)(=O)N(C)C)cc1NC(=O)COC(=O)Cc1cccs1

Ordered by number of heavy atoms (falling): 11 of the compounds above
POLI inh,GLS inh,JMJD2A Tudor,G9a inh,BLM helicase inh,Pin1 inh,BAZ2B inh,PGK inhibitor,HP1b binding inh,SMILES
3%,6%,-12%,-5%[59 µM],-5%,?,-4%,-4%,20%,COc1ccc(-c2nc3n(n2)C(c2ccc(O)cc2)C(C(=O)Nc2cccnc2)=C(C)N3)cc1OC (configuration not stated)
18%,3%,-5%,4%[59 µM],-7%,42%[activator],-12%,9%,33%,COc1cc(NC(=O)Cn2cc(S(=O)(=O)c3ccccc3)c(=O)c3ccccc32)cc(OC)c1
-5%,6%,-9%,24%[12.7 µM],nt,-5%,-4%,-5%,20%,CCCn1c(=O)n(C)c(=O)c2c(SCC(=O)Nc3cc(C)on3)nc(C(C)(C)C)nc21
8%,-12%&-14%,0%,nt,nt,-2%,nt,-4%,31%,CC(=O)OCC(=O)C1(O)CCC2C3CCC4=CC(=O)CCC4(C)C3C(O)CC21C (configuration not stated)
21%,0%,-16%,-8%,-14%,?,-18%,14%,-1%,COC(=O)c1ccc(NC(=S)NC(=O)c2c(-c3ccccc3)noc2C)cc1
18%,2%,-7%,-10%,-1%,1%,-30%,-9%,11%,O=C(COc1cccc(Cl)c1)N/N=C\c1cc2ccccc2nc1Cl
16%&16%,0%&-6%,63µM*,50µM*,1%&-7%,10%&0%,45µM*,-1%,?,CCc1ccc(CNc2ccc3c(c2)ncn3C(C)(C)C)cc1
35%[activator],13%,-32%,nt,nt,0%,nt,1%,?,O=C(/C=C/c1ccccc1)NCCc1c[nH]c2ccccc12
41%[activator],11%,-1%,17%,0%,-6%,7%,-7%,19%,O=C(NC1CCCc2ccccc21)c1c(F)cccc1Cl (configuration not stated)
9%,2%,-15%,?,1%,-2%,?,-1%,29%,Cc1nc2ccccn2c1C(=O)NC1CCCCC1
14%,-1%,-26%,18%[2.33 µM],-1%,-9%,-5%,-5%,14%,Cc1ccc(/C=N/NC(=O)Cn2nccc2C)o1

High-throughput results (PubChem BioAssay)
